SIAE primary: inhibitors of human sialic acid acetylesterase SIAE; Q9HAT2; SIAE FP-Rh probe binding, fluorescence polarization; 0.69% of 370,000 active; inhibition, % at 9.66 µM;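 active means inhibition above a cutoff: mean of compounds within the control limits plus 3 SD of those, cut at about 17% in these data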;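 further: 0% = plate median of compound wells and 100% = probe without SIAE protein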
Target sequence (Q9HAT2 whole entry, looked up): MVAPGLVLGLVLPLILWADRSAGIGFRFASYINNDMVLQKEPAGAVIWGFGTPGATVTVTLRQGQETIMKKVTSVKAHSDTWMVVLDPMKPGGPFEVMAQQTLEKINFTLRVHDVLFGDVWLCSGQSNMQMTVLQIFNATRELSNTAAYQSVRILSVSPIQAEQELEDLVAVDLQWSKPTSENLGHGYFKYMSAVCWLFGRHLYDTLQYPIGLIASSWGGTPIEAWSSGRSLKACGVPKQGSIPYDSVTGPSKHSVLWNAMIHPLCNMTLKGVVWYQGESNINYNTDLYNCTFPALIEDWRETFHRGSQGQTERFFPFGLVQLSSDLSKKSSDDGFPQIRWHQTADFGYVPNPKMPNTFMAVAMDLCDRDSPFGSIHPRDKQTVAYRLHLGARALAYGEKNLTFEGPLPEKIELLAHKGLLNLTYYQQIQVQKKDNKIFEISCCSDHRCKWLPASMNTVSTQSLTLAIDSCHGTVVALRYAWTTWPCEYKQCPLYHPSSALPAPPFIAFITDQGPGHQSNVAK
UHRF1 MBD2 ctr: UHRF1 methyl-DNA binding inhibition. Q96T88. UHRF1 binding to methylated oligo, TR-FRET. inhibition, % at 4.4 µM. 0.75% of 370,000 active. AID 687016; in the data active means inhibition above about 21%;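 further: UHRF1 SRA domain binding a hemimethylated CpG hairpin DNA probe; 0% = median of test compound wells and 100% = reference inhibitor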
PG9 Ab binder: small molecules binding HIV-1 gp120 antibody PG9 | TR-FRET gp120-PG9 antibody binding | inhibition, % at 6.7 µM | 0.43% of 360,000 active | AID 624416; in the data active means inhibition above about 8.5%
DDE Tn7 FP inh: inhibitors of Tn7 peptide binding to human fibrin DD(E); FP displacement of FITC-Tn7 peptide from fibrin DD(E); 0% = median of compound wells per plate; 0.13% of 370,000 active; P02675; AID 720508; inhibition, % at 8.3 µM;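 active means inhibition above the mean of compounds falling within the control limits plus 3 SD of them, cut at about 14% in these data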;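 further: 0% = plate median of compound wells and 100% = 10 µM Aha-Tn7 peptide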
Target sequence (P02675 whole entry, looked up): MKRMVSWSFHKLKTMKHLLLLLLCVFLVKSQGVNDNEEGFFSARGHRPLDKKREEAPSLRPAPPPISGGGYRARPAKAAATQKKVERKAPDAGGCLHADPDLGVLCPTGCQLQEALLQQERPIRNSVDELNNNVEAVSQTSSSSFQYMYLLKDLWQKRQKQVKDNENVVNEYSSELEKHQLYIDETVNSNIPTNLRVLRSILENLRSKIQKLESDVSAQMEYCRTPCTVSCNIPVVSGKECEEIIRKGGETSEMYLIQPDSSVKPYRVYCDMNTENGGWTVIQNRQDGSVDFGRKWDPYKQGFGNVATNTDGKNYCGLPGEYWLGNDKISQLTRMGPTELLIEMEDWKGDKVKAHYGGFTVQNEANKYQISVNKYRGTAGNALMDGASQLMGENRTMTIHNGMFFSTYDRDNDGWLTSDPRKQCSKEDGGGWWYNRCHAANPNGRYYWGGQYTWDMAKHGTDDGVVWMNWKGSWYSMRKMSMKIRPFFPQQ
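Assay system: Human clot-derived fibrin DD(E) complex | Buffer or medium: Tris/NaCl/CaCl2 buffer, pH 7.8 | Repeats: One replicate per compound | Benchmarks: Aha-Tn7 high control | Measure: % inhibition scaled between sample-field median and high-control FP | Schedule: 10 min plus 3 h, room temperature | Signal: Fluorescence polarization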
PRMT1 FP inh: PRMT1 (human) inhibition, primary screen; Q99873; 1.3% of 370,000 active; recombinant PRMT1, activity-based probe fluorescence polarization; inhibition, % at 2.79 µM;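 active means inhibition above about 21% made by adding two undisclosed values, limit read from the data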
HTRA1 inh: blocks human HTRA1 serine peptidase. AID 504803. Q92743. inhibition, % at 5.96 µM. recombinant HTRA1, FP-rhodamine activity-based probe, fluorescence polarization. 0.5% of 340,000 active; in the data active means inhibition above about 36%;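 further: 0% = enzyme with DMSO and 100% = wells lacking enzyme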
mABHD4 FP: inhibitors of mouse ABHD4 | AID 720543 | Q8VD66 | purified mABHD4, FP-Rh probe fluorescence polarization | 0.54% of 370,000 active | inhibition, % at 8.92 µM;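 active means inhibition exceeding the mean over every tested compound plus 3 SD, cut at about 30% in these data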;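 further: 0% = plate median of compound wells and 100% = S159A mutant with DMSO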
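Assay system: wild-type mouse ABHD4 protein; compound: single nominal dose of 8.92 µM, 0.89% DMSO final; schedule: 45 min + 60 min at 25 °C; measured by: FP readout, ex 525 nm / em 598 nm; evaluation: % inhibition of FP-Rh probe binding versus controls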
TCR CD3 inh: human TCR-CD3 binding inhibition | inhibition, % at 9.4 µM | TAMRA-labeled TCR probe fluorescence, biochemical | 0.37% of 360,000 active | AID 651800; in the data active means inhibition above about 19%;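 further: recombinant mutant TCR 2C K166C tagged with TAMRA read by polarization; 0% = receptor in buffer alone and 100% = receptor with positive control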
TDP2 absorb: blocks human TDP2 phosphodiesterase activity; inhibition, % at 12.8 µM; O95551; 0.34% of 370,000 active; recombinant TDP2, T5PNP hydrolysis, p-nitrophenol absorbance 415 nm; AID 720702;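 active means inhibition above the mean of all tested compounds plus 3 SD, set per campaign, cut at about 25% in these data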;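 further: 0% = DMSO with enzyme and 100% = buffer with substrate but no TDP2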
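Material: recombinant human TDP2; quantity: TDP2 enzyme at 120 nM final; medium: Tris-HCl pH 7.5 with MgCl2; compound: single concentration, 12.8 µM nominal, with 1% DMSO; incubation: 2 h enzyme incubation at 37 °C; signal: epi absorbance; measure: percent inhibition; benchmarks: high control without enzyme, low control DMSO plus TDP2; repeats: singlicate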
LEDGF integ inh: blocks HIV-1 LEDGF/p75-dependent DNA integration. TR-FRET IN-LEDGF/p75 DNA integration, Eu/Cy5. inhibition, % at 3.7 µM. 0.64% of 370,000 active;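 active means inhibition above the screen-wide mean plus 3 SD, cut at about 13% in these data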;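 further: signal is the Cy5 over europium emission ratio at 671 and 618 nm; 0% = plate median of compound wells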
* marks the source's active call; other numbers are inactive results; / = no result given; & = joins results of further samples.

LEDGF integ inh | DDE Tn7 FP inh | HTRA1 inh | SIAE primary | TDP2 absorb | PG9 Ab binder | PRMT1 FP inh | mABHD4 FP | UHRF1 MBD2 ctr | TCR CD3 inh | Molecule
4 | -2 | 2 | -4 | -19 | 2.0 | -6 | -5 | 1 | 1 | COc1cccc(C(=O)NNC(=O)CCC(=O)O)c1
4 | 6 | -47 | 1 | -12 | -1.9 | 8 | -25 | 1 | -3 | CCc1ccc(OCc2n[nH]c(=S)n2C(C)CCCC(C)C)cc1 (configuration not stated)
7 | -5 | -14 | -2 | -10 | 0.8 | -3 | -18 | 7 | -9 | Cc1cc(C)c(CSc2nnnn2-c2ccc(C(=O)O)cc2)c(C)c1
3 | -1 | / | -4 | 8 | -0.8 | 1 | -2 | 2 | 12 | COCCNC(=O)C1CCCN(C(=O)c2sccc2C)CC1 (configuration not stated)
0 | 9 | -1 | -15 | 6 | 1.4 | -4 | 3 | 1 | 5 | COc1cccc(NC(=O)Cn2c3ccccc3c3nc4n(c(=O)c32)CCS4)c1
-1 | 1 | / | -1 | 5 | -0.7 | 1 | 1 | 3 | -4 | CCOC1CCCc2oc(-c3ccc(OC)cc3)c(C(=O)NCCCCO)c21 (configuration not stated)
2 | 2 | 2 | 3 | 8 | -0.2 | 0 | -3 | 2 | -1 | Cc1cc(=O)n2c(c1C#N)SC1CCCCC12O (configuration not stated)
-1 | 1 | -1 | 6 | -16 | -1.4 | -1 | -2 | 0 | 5 | O=c1cc(CN2CCN(Cc3ccccc3)CC2)c2ccc(O)cc2o1
2 | -2 | 3 | 1 | 7 | -0.3 | -3 | -2 | -1 | 6 | Cc1ccsc1CCNC(=O)C1CCC(=O)N(CCc2cccc(F)c2)C1 (configuration not stated)
-1 | -5 | 5 | 1 | 2 | 1.1 | 0 | 9 | 1 | 4 | Cc1nn(Cc2ccccc2)c(C)c1NC(=O)CSc1n[nH]c(C)c1[N+](=O)[O-]
-1 | 0 | -2 | 7 | -3 | -0.7 | 6 | -3 | -4 | 2 | COCc1nnc(NC(=O)CSCc2ccccc2)s1
-9 | -1 | 5 | 9 | 2 | -0.6 | 1 | 4 | -1 | 0 | CC(=O)c1ccc(O)c(CO)c1
-1 | 0 | 10 | -1 | -2 | 0.0 | -2 | 1 | 3 | 2 | CC(C)(C)OC(=O)[C@H](Cc1ccccc1)NC(=O)c1nc[nH]c1C(=O)NCCCCCN
-2 | 3 | / | -7 | 0 | 1.8 | 5 | 3 | 3 | -1 | COC(=O)C1=C(C)N(C)C(=NCC2CC2)NC1c1cccc(C(F)(F)F)c1 (configuration not stated)
-2 | 1 | -1 | 3 | -1 | -1.3 | -2 | -3 | -2 | 5 | COc1ccc(NC(=S)Nc2ccc(F)cc2)cc1
2 | 1 | 3 | -8 | 1 | -0.2 | 0 | 1 | 0 | 4 | O=C(/C=C/c1cccc(F)c1)OCC(=O)c1ccc[nH]1
2 | 10 | 3 | 3 | -12 | 0.5 | 6 | -4 | 2 | -1 | CC1CCCCN1CC(=O)Nc1cc(S(=O)(=O)N2CCOCC2)ccc1N1CCCC1 (configuration not stated)
1 | 3 | 2 | 0 | -5 | -0.9 | -2 | -1 | -5 | 1 | COc1ccccc1C(=O)Nc1ccc(C(=O)N2CCCC2)cc1
0 | -1 | 5 | -5 | 7 | 0.8 | -4 | 2 | 2 | 6 | COC(=O)[C@H](CC(C)C)NC(=O)Nc1ccc(S(N)(=O)=O)cc1
-2 | 3 | -64 | -18 | 1 | 1.6 | 1 | 1 | 1 | -2 | COc1cc(NC(=O)c2cc([N+](=O)[O-])ccc2NC(=O)CN2CCN(c3ccccn3)CC2)cc(OC)c1
0 | 0 | -30 | -13 | -14 | -0.4 | -1 | -11 | 1 | 0 | CCCCC(=O)Nc1cccc(-c2nnc(-c3ccccc3)o2)c1
2 | 5 | -6 | 6 | 1 | 1.8 | 0 | 3 | -3 | -7 | O=C(/C=C/Nc1ccccc1)c1ccccc1
-6 | -2 | 7 | -4 | -1 | 0.2 | 2 | 2 | -1 | -5 | CCOc1ccc(CCNC(=O)CN2C(=O)CCSc3ccccc32)cc1OCC
0 | -2 | -3 | 3 | -1 | -1.0 | 1 | -3 | 0 | 9 | COc1ccccc1NC(=O)C1=C(C)Nc2ncnn2C1c1ccccc1C (configuration not stated)
-1 | 2 | 2 | 5 | 4 | -0.4 | 0 | 1 | 1 | -2 | Cc1ccc(S(=O)(=O)Nc2nncs2)cc1

Full records from above. Values in the order: LEDGF integ inh, DDE Tn7 FP inh, HTRA1 inh, SIAE primary, TDP2 absorb, PG9 Ab binder, PRMT1 FP inh, mABHD4 FP, UHRF1 MBD2 ctr, TCR CD3 inh
Profile of CC(C)(C)OC(=O)[C@H](Cc1ccccc1)NC(=O)c1nc[nH]c1C(=O)NCCCCCN : -1, 0, 10, -1, -2, 0.0, -2, 1, 3, 2
Profile of COc1cccc(C(=O)NNC(=O)CCC(=O)O)c1 : 4, -2, 2, -4, -19, 2.0, -6, -5, 1, 1
Profile of COC(=O)[C@H](CC(C)C)NC(=O)Nc1ccc(S(N)(=O)=O)cc1 : 0, -1, 5, -5, 7, 0.8, -4, 2, 2, 6

Following part.
LEDGF integ inh | DDE Tn7 FP inh | HTRA1 inh | SIAE primary | TDP2 absorb | PG9 Ab binder | PRMT1 FP inh | mABHD4 FP | UHRF1 MBD2 ctr | TCR CD3 inh | Molecule
-5 | 8 | 3 | -1 | 4 | 0.3 | 2 | 6 | 2 | -7 | COc1ccc(NC(=O)c2ccccc2NC(=O)C2CCCO2)cc1 (configuration not stated)
5 | 0 | 5 | 1 | -4 | -3.3 | 2 | -3 | -2 | -1 | Cc1ccc(SC(=O)c2c([N+](=O)[O-])c(C)nn2C)cc1
0 | 9 | 1 | 7 | 12 | -0.3 | -2 | 0 | -2 | 6 | CC(=O)Nc1cccc(C(=O)Nc2cccnc2)c1
-2 | -7 | 6 | 0 | -3 | -1.1 | 2 | -2 | 4 | -6 | C=CCn1c(=O)c2ccccc2n2c(SCC(=O)NCC)nnc12
-5 | 9 | -8 | -4 | -3 | -1.2 | -1 | 2 | 1 | -8 | COc1ccccc1CNC(=O)c1cc(C)nc2ccccc12
2 | 9 | / | -3 | 0 | 2.9 | 5 | -3 | -7 | -11 | COc1ccc(-c2cc(NC=O)c3ncc(-c4cccc(C(=O)N(C)C)c4)n3c2)c(OC)c1
2 | -1 | / | 1 | -2 | / | 3 | -3 | 2 | / | COc1ccc(-c2cc(-c3nnc(SCC(=O)Nc4cccc(Cl)c4C)n3N)[nH]n2)cc1
-1 | 5 | -4 | 3 | 4 | -1.8 | 0 | -1 | -1 | 4 | Cc1ccc(C(=O)C(OC(=O)c2cnccn2)c2ccccc2)cc1 (configuration not stated)
1 | -2 | -10 | -3 | 8 | -1.2 | 0 | -6 | -2 | -3 | COCCn1c(-c2ccccc2)cnc1SCC(=O)Nc1cccc2ccccc12
-7 | 0 | -3 | 3 | 1 | -2.0 | 4 | 1 | 2 | 2 | CC1Cc2nc(SCC(=O)N3CCCc4ccccc43)n(C)c(=O)c2S1 (configuration not stated)
6 | -5 | 6 | 2 | 3 | 0.7 | -1 | -12 | 3 | 2 | CCCn1c(SCC(=O)N2CCCC(C)C2)nnc1-c1ccccn1 (configuration not stated)
2&-1 | -1&7 | 2&4 | -6&2 | 2&8 | -1.2&-0.2 | -1&-1 | -5&3 | 0&-2 | -3&11 | O=C(O)/C=C/c1ccc(Cn2ccnc2)cc1
5 | 0 | 7 | -6 | -5 | -2.4 | 2 | -5 | 0 | 7 | Cn1c(SCc2ccc(C#N)cc2)nnc1-c1ccncc1
-1 | -2 | -20 | -9 | 13 | -1.3 | -3 | -16 | -1 | 5 | COc1cc(NS(=O)(=O)c2ccc(NC(=O)/C(=C/c3ccccc3Cl)NC(=O)c3ccccc3)cc2)nc(OC)n1
6 | -3 | -2 | 5 | -2 | -4.0 | 2 | 5 | -1 | 9 | CCOc1ccccc1NC(=O)COC(=O)c1cc[n+]([O-])cc1
-3 | 4 | 2 | 8 | 10 | -2.2 | 4 | 9 | -1 | 0 | O=C(CNC(=O)c1ccc(Br)o1)Nc1ncccc1O
1 | -2 | -3 | 1 | 12 | 1.4 | 2 | 8 | -6 | -3 | CCn1nc(C)c(NC(=O)CCCSc2nc(-c3ccco3)cc(C(F)(F)F)n2)c1C
6 | -1 | 1 | -1 | -1 | -3.6 | 0 | 2 | -3 | 0 | O=C(/C=C/c1ccco1)OCC1CCCN2CCCCC12 (configuration not stated)
2 | 4 | -9 | 4 | -4 | 0.1 | 0 | -3 | -4 | 3 | CC1CN(c2nc3ccccn3c(=O)c2/C=C(\C#N)S(=O)(=O)c2ccccc2)CC(C)O1 (configuration not stated)
-1 | 0 | -1 | 0 | 5 | -0.4 | 5 | 0 | 13 | -11 | CC1=C(c2ccc(F)cc2)[N+](=O)C(C)(C)N1[O-]
0 | -2 | -28 | -2 | 4 | -1.2 | -2 | 2 | 1 | 3 | C=Cc1ccc(CN2CCCN(Cc3ccc(Cl)cc3)S2(=O)=O)cc1
0 | 4 | 0 | 6 | -1 | 1.3 | -1 | -1 | -2 | 6 | O=S(=O)(c1ccc(Cl)cc1)N1CCN(C2CCN(Cc3ccccc3)CC2)CC1
0 | -4 | 0 | -13 | 1 | 2.2 | -2 | 2 | -2 | 3 | CCCn1c(/N=C/c2ccc3c(c2)OCO3)nc2ccccc21
0 | 2 | -2 | 10 | 9 | -0.9 | 6 | -2 | 1 | 0 | Cn1c(-c2sc3cc(C(F)(F)F)cnc3c2-c2cccs2)n[nH]c1=S
0 | 9 | -5 | 1 | 9 | -0.5 | -4 | -2 | -3 | -6 | N#CCCN(C(=O)c1ccc2c(=O)n3c(nc2c1)CCCCC3)c1ccccc1

(listing goes on)
LEDGF integ inh | DDE Tn7 FP inh | HTRA1 inh | SIAE primary | TDP2 absorb | PG9 Ab binder | PRMT1 FP inh | mABHD4 FP | UHRF1 MBD2 ctr | TCR CD3 inh | Molecule
-3 | -3 | 9 | -2 | -4 | -0.5 | 13 | -3 | 3 | 1 | CCCCNC(=S)Nc1ccc(OC)nc1
1 | -6 | -1 | -5 | 2 | -2.2 | 0 | 1 | -1 | 4 | Cc1ccc(S(=O)(=O)N(C)c2ccc(C(=O)NC3CCCCC3)cc2)cc1
0 | 3 | 5 | 10 | 9 | -2.2 | -1 | 1 | -4 | 5 | CCCN1C(=O)C(O)(C2CC(=O)CC(C)(C)O2)c2ccccc21 (configuration not stated)
-5 | -3 | -1 | 0 | -4 | 0.1 | 3 | 1 | 3 | -3 | N#C/C(=C(/O)c1cccc(F)c1)c1nc2ccccc2s1
3 | 1 | -6 | 7 | 3 | -0.1 | -4 | -9 | -1 | -2 | COc1ccccc1CN1CCNC(=O)C1CC(=O)NCCC1=CCCCC1 (configuration not stated)
2 | -4 | -2 | 9 | 8 | 11* | -2 | 4 | -1 | -9 | Cc1cc(SCC(=O)NC2CC2)nc2ccccc12
